CHO parental Ca = signal in parental CHO cells, OX1R antagonist counter-screen | hit rate 0.63% among 330,000 | parental CHO-K1, ATP-induced calcium, Fluo-8 fluorescence | inhibition, % at 5.6 µM | AID 463079;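 active = inhibition above that plate's mean sample inhibition plus 3 SD, cut at about 26% in these data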;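 note: 0% = ATP-challenged DMSO wells and 100% = DMSO wells without ATP; some compounds past the cut are filed as inactive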
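Material – parental CHO cells · Reagent – ATP stimulus · Compound – single nominal dose of 5.6 µM per compound · Detection – Fluo-8 fluorescence · Read-out basis – percent inhibition of calcium signal · Controls – ATP-challenged DMSO wells low, unchallenged DMSO wells high · Repeats – no replicates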
OXTR ag = agonists of human oxytocin receptor; CHO-OTR cells, Fluo-8 calcium fluorescence; normalized: DMSO 0%, oxytocin 100%; activation, % at 3 µM; P30559; hit rate 0.32% among 320,000;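 active = activation above the mean of all tested compounds plus 3 SD, cutoff set per screening run, cut at about 20% in these data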;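 note: peak over basal fluorescence ratio from a 100 s FLIPR kinetic read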
TAAR1 ag = agonists of human TAAR1 | Q96RJ0 | CHO RD-HGA16 TAAR1, Fluo-8 calcium fluorescence; vehicle wells 0%, saturating PEA agonist 100% | activation, % at 3 µM | hit rate 0.99% among 360,000 | AID 624467;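 active = activation above the mean activation of all test compounds in the run plus 3 SD, cut at about 38% in these data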
Target sequence (Q96RJ0 whole entry, looked up): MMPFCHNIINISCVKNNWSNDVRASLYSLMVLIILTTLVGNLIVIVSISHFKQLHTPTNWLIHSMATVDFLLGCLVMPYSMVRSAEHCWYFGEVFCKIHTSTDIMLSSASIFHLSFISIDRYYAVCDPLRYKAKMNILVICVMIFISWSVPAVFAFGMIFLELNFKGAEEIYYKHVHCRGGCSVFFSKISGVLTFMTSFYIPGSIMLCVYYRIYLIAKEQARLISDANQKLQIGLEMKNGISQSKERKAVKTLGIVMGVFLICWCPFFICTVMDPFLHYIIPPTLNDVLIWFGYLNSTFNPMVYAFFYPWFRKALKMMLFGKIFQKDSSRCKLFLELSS
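Repeats: no replicates (n 1) | Material: CHO-derived RD-HGA16 cells with stable Gα16 and human TAAR1 | Technique: Kinetic Fluo-8 calcium fluorescence | Schedule: 17-24 h seeding, 75 min 37 °C dye, 30 min RT | Evaluation: % activation from peak over basal fluorescence ratio, DMSO-to-PEA scaled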
V1R ag counter = activates human V1a receptor in oxytocin agonist counter-screen; hit rate 0.25% among 320,000; CHO-V1R cells, Fluo-8 calcium fluorescence, agonist mode; 0% DMSO, 100% 3 nM vasopressin; activation, % at 3 µM; AID 2797; P37288;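 active = activation above the mean activation of all tested compounds plus 3 SD, per screening run, cut at about 20% in these data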;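 note: signal is peak over basal fluorescence ratio across a 100 second FLIPR read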
CHRM1 agonist = human M1 muscarinic receptor agonism. activation, % at 3 µM. CHO-K1 hM1, Fluo-8 calcium fluorescence, agonist mode; 0% DMSO, 100% acetylcholine EC100. P11229. hit rate 0.33% among 360,000. AID 588814;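 active = activation above the run's mean compound activation plus 3 SD, cut at about 16% in these data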;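 note: peak over basal fluorescence ratio within a 140 s kinetic read after compound addition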
Target sequence (P11229 whole entry, looked up): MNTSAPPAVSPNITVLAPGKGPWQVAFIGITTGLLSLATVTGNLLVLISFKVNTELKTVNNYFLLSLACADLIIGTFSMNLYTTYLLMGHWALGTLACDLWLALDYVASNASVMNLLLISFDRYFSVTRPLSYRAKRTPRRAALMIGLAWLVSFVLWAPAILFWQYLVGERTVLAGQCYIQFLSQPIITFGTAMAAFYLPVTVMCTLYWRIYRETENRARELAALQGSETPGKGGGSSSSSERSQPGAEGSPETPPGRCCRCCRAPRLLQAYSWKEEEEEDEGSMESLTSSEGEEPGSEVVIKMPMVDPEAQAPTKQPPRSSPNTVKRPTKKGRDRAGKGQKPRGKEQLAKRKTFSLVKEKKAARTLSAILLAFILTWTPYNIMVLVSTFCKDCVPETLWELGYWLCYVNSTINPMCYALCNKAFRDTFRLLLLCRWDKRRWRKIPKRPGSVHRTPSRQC
OXTR potentiate = potentiators of human oxytocin receptor. activation, % at 3 µM. P30559. CHO-OTR cells, Fluo-8 calcium fluorescence, potentiator mode; 0% = oxytocin EC15, 100% = EC100. hit rate 0.061% among 320,000. AID 2445;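 active = activation above that plate's cutoff, the mean activation of tested compounds plus 3 SD, cut at about 6.6% in these data, passing the limit was not always enough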;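 note: 100% uses oxytocin at 75 nM as the full agonist control; some results filed as inactive read as strong as hits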
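Material: CHO-OTR cells, human receptor; compound dosing: single dose, 3.0 µM nominal final compound concentration; schedule: 6 min compound pre-incubation at room temperature, 100 s kinetic read; measured by: kinetic Fluo-8 calcium fluorescence; read-out basis: % activation vs EC15 and EC100 oxytocin; controls: EC15 oxytocin alone as 0%, 75 nM oxytocin as 100%; replicates: singlicate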
TAAR1 antagonist = human TAAR1 antagonism | inhibition, % at 3 µM | hit rate 1.5% among 360,000 | CHO RD-HGA16 TAAR1, Fluo-8 calcium fluorescence, antagonist | Q96RJ0 | AID 624466;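 active = inhibition above a per-plate cutoff, the mean inhibition of test compounds on that plate plus 3 SD, cut at about 49% in these data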;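 note: 0% = DMSO plus EC80 beta-PEA response and 100% = DMSO alone without agonist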
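Test system: hTAAR1-expressing CHO RD-HGA16 cells, Gα16-coupled; Probe or stimulus: EC80 β-phenethylamine stimulus; Compound dosing: single nominal final test compound concentration of 3 µM; Timing: 140 s kinetic read after compound, 140 s after agonist; Signal: Fluo-8 calcium-sensitive fluorescence; Measure: % inhibition of agonist calcium response; Controls: DMSO and EC80 PEA controls.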
M1 antag = human CHRM1 antagonism; CHO-K1 hM1, Fluo-8 calcium fluorescence, ACh EC80 antagonist; inhibition, % at 3 µM; hit rate 1.3% among 360,000; P11229;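 active = percent inhibition above its own plate's cutoff, namely the mean of that plate's compound wells plus 3 SD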;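 note: peak over basal fluorescence ratio during 140 s after agonist addition; 0% = ACh EC80 plus DMSO and 100% = DMSO alone without agonist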
CHRM1 PAM = potentiates human M1 receptor response to acetylcholine | P11229 | activation, % at 3 µM | hit rate 0.088% among 360,000 | CHO-K1 hM1, Fluo-8 calcium fluorescence, ACh EC20; 0% = ACh EC20, 100% = maximal ACh; in the data active = activation above about 19%, passing the limit was not always enough
An asterisk follows results filed as active; · = no result given.

SMILES	CHO parental Ca	OXTR ag	TAAR1 ag	V1R ag counter	CHRM1 agonist	OXTR potentiate	TAAR1 antagonist	M1 antag	CHRM1 PAM
COc1ccc(CNC(=O)c2nccnc2CO)cc1	·	·	1	·	-6	·	-9	1	2
CCN(CCCNC(=O)C1CCN(S(=O)(=O)N2CCOCC2)CC1)c1cccc(C)c1	-8	-0.1	3	1.9	-5	-9	14	-2	0
CC(C)c1ccc(NC(=O)C2C3C=CC4(O3)C2C(=O)N(CCN2CCOCC2)C4C(=O)NC2CCCCC2)cc1 (stereo not given)	-12	-0.6	-2	0.0	-5	-1	-19	-8	9
CCC(C)n1c(SCC(=O)NCCc2ccc(S(N)(=O)=O)cc2)nc2ccsc2c1=O (stereo not given)	-2	-0.6	1	0.3	-2	-5	2	-7	11
CCNC(=O)NCCNC(=O)c1cc(OCC(F)(F)F)ccc1OCC(F)(F)F	-17	-1.9	5	-0.6	-7	1	10	-3	6
COc1cccc(N2CC(C(=O)Nc3nnc(SCC(=O)NCC4CCCO4)s3)CC2=O)c1 (stereo not given)	0	-0.1	2	0.1	-2	-3	-2	10	-4
C#CCOCCOCCOCCNc1nc(N2CCOCC2)nc(N2CCN(C(=O)[C@H](CC(N)=O)n3cc(C(N)[C@@H](C)CC)nn3)CC2)n1 (stereo not given in full)	-1	0.8	10	2.2	-3	4	-12	-2	9
COc1cc2[nH]c3c(c2cc1OC)CCN1CCCC[C@@H]31	-6	0.5	1	8.9	-6	-8	0	-11	3
CC1CC(C)CN(C(=O)CCn2c(=O)oc3ccccc32)C1 (stereo not given)	-16	-1.5	0	0.0	-3	-9	3	-15	13
CC(NC(=O)CCC(=O)Nc1ccccc1O)c1ccccc1 (stereo not given)	-4	-0.5	0	0.2	-1	-5	-24	-16	9
COc1ccc2c(c1)CCc1c(C(=O)NCCc3ccc(OC)c(OC)c3)noc1-2	-22	5.5	12	5.5	-1	-9	49*	14	-13
O=C(O)C1CCCN1C(=O)c1cccs1 (stereo not given)	2	0.2	0	0.1	0	-5	-6	10	-2
O=C(COC(=O)c1ccc(Br)cc1)NCc1ccc(F)cc1	-4	-2.2	-2	-1.2	-3	0	-24	10	-5
Cc1nc(Cl)sc1C(=O)Nc1ccc(F)cc1	·	·	2	·	-4	·	4	-15	8
CCOCCCNC(=O)c1cn(CC)c2ccc(S(=O)(=O)N3CCCC3)cc2c1=O	-13	-0.1	11	0.9	-3	3	-15	-8	4
O=[N+]([O-])c1ccc(N2CCN(Cc3ccccc3)CC2)c2c1no[n+]2[O-]	·	·	13	·	1	·	63*	35*	-25
Cc1c(NC(=O)c2cc(-c3cccc(Cl)c3)on2)c(=O)n(-c2ccccc2)n1C	-10	-2.3	-5	-0.3	-10	1	5	3	0
CCOc1ccc(CNCCc2ccc(S(N)(=O)=O)cc2)cc1	-12	-0.2	2	1.4	-13	-20	3	13	-18
CCN(CC)S(=O)(=O)c1cc(NC(=O)CSc2nnc(N)s2)ccc1C	-13	-0.3	3	1.3	-3	-6	-12	2	-1
S=C(NCCCc1ccccc1)Nc1ccccc1Cl	18	5.0	5	5.6	-1	-11	-4	7	-14
C#CCN(C[C@@H]1[C@@H](OC(=O)NCc2ccccc2)[C@@H](OC(=O)NCc2ccccc2)Cn2c(=O)n(CCCCCC)c(=O)n21)S(=O)(=O)c1ccc(C)cc1	·	·	1	·	1	·	-17	-19	12
C=CCOC(=O)C1=C(C)NC(SC)=C(C#N)C1c1cccs1 (stereo not given)	-29	-1.6	7	-1.3	-8	-1	-3	-24	4
O=C(NCCc1c[nH]c2ccccc12)c1ccco1	-10	1.0	17	1.2	-3	-1	-8	1	4
COc1ccc(S(=O)(=O)NCCC(=O)NC(C)c2ccccc2)cc1 (stereo not given)	-4	-0.4	5	-0.5	-3	-6	-3	13	6
O=C(CCCc1nc(-c2ccccc2)no1)Nc1cccnc1	-7	3.6	4	7.7	1	-23	4	-14	7
O=C(c1ccc([N+](=O)[O-])cc1)N1CCN(c2ncc(Br)cn2)CC1	-4	-0.2	-1	-0.5	-6	-4	1	-7	11
O=C(C1CCC1)N1CCc2cc(S(=O)(=O)NCc3cccnc3)ccc21	-5	5.6	2	3.8	2	-10	-5	-15	1
COc1ccccc1NS(=O)(=O)c1ccc(C(=O)NCc2ccc(S(N)(=O)=O)cc2)cc1	4	1.5	1	0.9	-3	-8	7	2	-1
COc1ccc(CCNC(=O)CN(c2ccc(OC)cc2)S(C)(=O)=O)cc1	-2	1.9	1	1.2	-6	-4	-13	-6	9
CC(C)n1cnc2c(Nc3ccc(F)c(Cl)c3)nc(NCCO)nc21	-22	-1.4	1	-0.1	-9	-4	-1	-15	10
Cc1ccc(C(C(=O)NCc2ccc(F)cc2)N(Cc2ccco2)C(=O)c2snc(C(N)=O)c2N)o1 (stereo not given)	-8	2.5	22	3.0	-1	-7	63*	35*	-16
CCOc1ccc2[nH]c(=O)c(CN(Cc3ccco3)C(=O)c3cccc(F)c3)cc2c1	-33	-1.6	·	-1.0	-2	2	·	5	2
Cn1c(SCC(=O)N/N=C/c2cccnc2)nnc1-c1ccccc1	1	-0.6	1	2.3	-3	-12	-11	-17	16
CCOC(=O)c1cnn(-c2ccc([N+](=O)[O-])cc2)c1N	-12	-1.4	0	-0.3	-4	-2	-35	-11	9
CCS(=O)(=O)N1CCCC(C(=O)NCCCOC)C1 (stereo not given)	-11	1.1	-2	1.0	-2	5	1	-11	9
COc1ccccc1CCc1nnc(CCC(=O)NCC(C)Oc2cccnc2)o1 (stereo not given)	-10	0.0	4	0.7	-10	-1	15	-2	10
COc1ccccc1NC(=S)NC(=O)CC(C)C	-2	-1.7	7	-1.5	-3	-11	-1	-4	1
C=CCN1c2ccccc2[C@]23C[C@@H](C(=O)OC)N(C(=O)NCCC)C2=NC(C(=O)OC)=C(C(=O)OC)[C@H]13	-14	6.3	2	0.8	-4	-4	25	-7	-3
COc1ccccc1CN(Cc1ccco1)S(=O)(=O)c1ccc(-n2cnnn2)c(OC)c1	-5	-0.7	3	0.4	1	-7	28	-26	1
O=C(Cc1ccc2c(c1)OCCO2)N1CCN(S(=O)(=O)c2cccc(C(F)(F)F)c2)CC1	-7	-0.9	-1	0.0	-7	1	11	-11	2
O=C(Nc1ccccc1Br)c1ccc2nccnc2c1	1	-0.2	5	-0.2	-1	-10	11	-4	4
Cc1ccccc1OCC(=O)Nc1ccccc1C(=O)N1CCCCC1	-8	-0.8	-1	-1.4	-4	-2	-13	-13	5
CN(C)/C(=N\S(=O)(=O)c1ccc(Br)cc1)c1ccccc1	-6	-0.1	0	-0.1	-2	4	-6	-16	5
CC(=O)N1N=C(c2ccc(C(C)(C)C)cc2)OC1(C)C	-11	-0.6	10	-0.6	-2	5	-1	-1	-5
Clc1ccc(-c2nnc(C3CCCCC3)o2)cc1	-15	-2.3	12	-0.6	-3	-13	4	-5	3
O=C1COc2ccc(S(=O)(=O)CCC(=O)NC3CCCCC3)cc2N1	-1	-1.5	0	-0.3	-4	0	-22	-12	10
COc1ccccc1NC(=O)C(C)N1C(=O)C2CCCCC2C1=O (stereo not given)	-17	-0.9	-1	-0.1	-2	-7	1	-3	4
O=C(O)c1cn(CCOc2ccccc2Cl)c2ccccc12	-1	5.1	2	1.5	-7	-6	-1	7	-2
Nc1ncnc2c1ncn2[C@@H]1O[C@H](CNCc2ccc(-n3cccn3)cc2)[C@@H](O)[C@H]1O	-3	1.8	·	0.8	-1	-4	·	4	-3
Cc1cc(C)c(C(=O)c2ccccc2)c(C)c1	·	·	-1	·	-1	·	-14	-7	6
CN(C)c1cc(N/N=C\c2ccccc2)nc(N(C)C)n1	-25	-2.3	24	-0.4	-6	-4	-17	0	-2
O=C(NC(=S)N1CCN(c2ccc(Cl)cc2[N+](=O)[O-])CC1)c1ccco1	-18	-1.6	1	1.6	-8	-5	0	-10	2
COc1ccc(CC(=O)O/N=C(\N)Cc2cccc3ccccc23)cc1OC	-22	-1.5	42*	0.7	-12	-8	25	10	-10
NS(=O)(=O)c1ccc(NC(=O)CSc2nnc(C3CC3)n2C2CC2)cc1	-7	0.9	6	0.6	-3	0	-8	13	-3
COC(=O)COc1ccc(S(=O)(=O)Nc2ccc3c(c2)OCCO3)cc1Cl	16	19	7	10	4	-9	26	13	-11
CN1CCN(c2ccc(CNC(=O)C3Cc4c(-c5ccccc5Oc5ccccc5)ccnc4O3)cc2)CC1 (stereo not given)	·	·	13	·	-5	·	14	-9	0
COCCN(CC(=O)Nc1cccc(C)c1C)C(=O)c1ccc2c(c1)OCO2	·	·	-1	·	-2	·	-6	-16	7
Cc1ccc(-c2noc(CN(C)C(=O)c3ccc(Br)o3)n2)cc1	-5	0.2	-1	2.4	-2	-2	4	-12	7
C=CCn1c(=NC(=O)c2ccco2)sc2cc(C(=O)OC)ccc21	1	-1.6	0	-0.5	-6	-3	-9	-3	1
NCCCCCNC(=O)/C=N\O	1	-0.6	20	-0.6	-3	-18	-6	-3	4

(more compounds)
SMILES	CHO parental Ca	OXTR ag	TAAR1 ag	V1R ag counter	CHRM1 agonist	OXTR potentiate	TAAR1 antagonist	M1 antag	CHRM1 PAM
CCNc1nc(NCC)nc(SCCOc2ccc(C)cc2)n1	-7	-0.7	12	-0.8	-5	-7	-5	-1	-6
CCOc1ccc(CCNC(=O)CN(C)S(=O)(=O)c2ccc3c(c2)CCC(=O)N3)cc1OCC	-11	0.1	8	-0.4	-5	1	15	-4	5
Oc1ccc(Nc2nc(N3CCCC3)c3ccccc3n2)cc1	-14	-1.6	84*	-0.6	-6	-9	85*	9	-22
CC(C)(C)c1csc(NC(=O)CSC2=NCCS2)n1	6	-0.3	-1	3.5	-7	-15	14	-13	3

Structures listed so far with a CF3 group, in the order listed:
SMILES	CHO parental Ca	OXTR ag	TAAR1 ag	V1R ag counter	CHRM1 agonist	OXTR potentiate	TAAR1 antagonist	M1 antag	CHRM1 PAM
CCNC(=O)NCCNC(=O)c1cc(OCC(F)(F)F)ccc1OCC(F)(F)F	-17	-1.9	5	-0.6	-7	1	10	-3	6
O=C(Cc1ccc2c(c1)OCCO2)N1CCN(S(=O)(=O)c2cccc(C(F)(F)F)c2)CC1	-7	-0.9	-1	0.0	-7	1	11	-11	2

Screening results from PubChem.
